High-throughput results deposited in PubChem by National Center for Advancing Translational Sciences (NCATS).
A549 tox: Nrf2 qHTS screen for inhibitors: counterscreen for cytotoxicity | A549 ARE-Fluc cells, CellTiter-Fluor viability, 18-24 h | Potency, µM (titrated, usually from 46 µM), without a hit: at the highest dose activity change, negative = cytotoxicity, actives largely listed as inhibitors | actives 0.16% (n = 390,000); also: potency is read from the fitted curve at half-maximal effect; % is scaled to controls: 0 for no effect and ±100 for the full control effect
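A549 ARE-Fluc cells in 5% FBS OPTI-MEM, 5000 cells/well, rested 2 h then exposed to compounds in concentration-response for 18-24 h at 37 °C. Viability by CellTiter-Fluor fluorescence (Ex 405/Em 525) after 30 min; luciferase luminescence (BugLite, 15 min, RT) read afterwards.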
ATXN2 expr inh: Primary qHTS for Inhibitors of ATXN expression; HEK-293 ATXN2-luciferase reporter, luminescence, 24 h; Potency, µM (series often up to 57 µM), inactives show at the top dose activity change, negative = inhibition, usual class: inhibitors; actives 0.72% (n = 360,000); AID 1745845, 2022; also: potency is read from the fitted curve at half-maximal effect; % is scaled to controls: 0 for no effect and ±100 for the full control effect; nearly all actives have a fitted effect of over 55% in size
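qHTS (up to 57 uM final) was run with 24 h compound exposure of reporter cells at 37 °C. Each well was multiplexed: SteadyGlo luminescence measured ATXN2-luciferase expression after a fluorogenic Gly-Phe-AFC viability readout (25 uM final).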
TGFb inhibitor: qHTS for Inhibitors of TGF-b | HepG2 CAGA-GFP TGF-b/SMAD3 reporter, GFP fluorescence, 18 h; TGF-beta stimulated, 500 pg/mL final | Potency, µM (doses to about 46.1 µM), without a hit: at the highest dose activity, negative = inhibition, actives largely listed as inhibitors | actives 1.2% (n = 410,000); also: potency is read from the fitted curve at half-maximal effect; % is scaled to controls: 0 for no effect and ±100 for the full control effect; nearly all actives have a fitted effect of over 65% in size
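HEPG2 CAGA-GFP, 1000 cells/well; 2 h settle, 37 C; cpd via pin tool; TGF-b 500 pg/mL final; 18 h, 37 C; GFP imaging ex488/em500-530; %Activity normalised to -TGF-b and +DMSO controls; CRC fit, curve class.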
IL2 activator: qHTS of IL-2 Activators. IL-2 activation reporter assay, cell-based qHTS; stimulated with anti-CD3/CD4/CD28 beads; in transgenic mouse T cells. activation, % (series mostly up to about 46 µM). actives 0.065% (n = 360,000). AID 652025, 2013; in the data active = activation above about 50%; inconclusive = mostly about 30% to 49%; also: 0% is about no effect
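First, unstimulated transgenic mouse T cells were exposed to compound for 60 min. Next, anti-CD3/anti-CD4-coated beads with anti-CD28 were added. Finally, after 18 h at 37 degrees C, EGFP and DsRed were imaged.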
HepG2 viability: qHTS for Inhibitors of TGF-b: Cytotox Counterscreen | HepG2 CAGA-GFP viability, ATP luminescence, 18 h | Potency, µM (series often up to 46.1 µM), for inactives: at the top dose activity change, negative = cytotoxicity, actives largely listed as cytotoxic | actives 0.76% (n = 410,000); also: potency is read from the fitted curve at half-maximal effect; some results filed as inactive show a strong effect at the top dose
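CellTiter-Glo luminescence gave cytotoxicity after 18 hours at 37 degrees C. The cells were HepG2 CAGA-GFP in 1% FBS DMEM, stimulated with 500 pg/mL TGF-beta after compound addition. %Activity was normalised to no-cell wells (complete cell-killing) and DMSO (no toxicity), and curves were fitted and classified.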
EPAC2 agonist: qHTS for Agonist of cAMP-regulated guanine nucleotide exchange factor 4 (EPAC2): primary screen; Rap guanine nucleotide exchange factor 4 (Homo sapiens), Q8WZA2; EPAC2 activation, biochemical qHTS; response scale: 100% = 6.5 mM cAMP response; Potency, µM (doses to about 154 µM), without a hit: at the top dose activation, actives largely listed as activators; actives 0.079% (n = 360,000); also: potency is read from the fitted curve at half-maximal effect; nearly all actives have a fitted effect of over 50% in size
Target sequence (Q8WZA2 whole entry, looked up): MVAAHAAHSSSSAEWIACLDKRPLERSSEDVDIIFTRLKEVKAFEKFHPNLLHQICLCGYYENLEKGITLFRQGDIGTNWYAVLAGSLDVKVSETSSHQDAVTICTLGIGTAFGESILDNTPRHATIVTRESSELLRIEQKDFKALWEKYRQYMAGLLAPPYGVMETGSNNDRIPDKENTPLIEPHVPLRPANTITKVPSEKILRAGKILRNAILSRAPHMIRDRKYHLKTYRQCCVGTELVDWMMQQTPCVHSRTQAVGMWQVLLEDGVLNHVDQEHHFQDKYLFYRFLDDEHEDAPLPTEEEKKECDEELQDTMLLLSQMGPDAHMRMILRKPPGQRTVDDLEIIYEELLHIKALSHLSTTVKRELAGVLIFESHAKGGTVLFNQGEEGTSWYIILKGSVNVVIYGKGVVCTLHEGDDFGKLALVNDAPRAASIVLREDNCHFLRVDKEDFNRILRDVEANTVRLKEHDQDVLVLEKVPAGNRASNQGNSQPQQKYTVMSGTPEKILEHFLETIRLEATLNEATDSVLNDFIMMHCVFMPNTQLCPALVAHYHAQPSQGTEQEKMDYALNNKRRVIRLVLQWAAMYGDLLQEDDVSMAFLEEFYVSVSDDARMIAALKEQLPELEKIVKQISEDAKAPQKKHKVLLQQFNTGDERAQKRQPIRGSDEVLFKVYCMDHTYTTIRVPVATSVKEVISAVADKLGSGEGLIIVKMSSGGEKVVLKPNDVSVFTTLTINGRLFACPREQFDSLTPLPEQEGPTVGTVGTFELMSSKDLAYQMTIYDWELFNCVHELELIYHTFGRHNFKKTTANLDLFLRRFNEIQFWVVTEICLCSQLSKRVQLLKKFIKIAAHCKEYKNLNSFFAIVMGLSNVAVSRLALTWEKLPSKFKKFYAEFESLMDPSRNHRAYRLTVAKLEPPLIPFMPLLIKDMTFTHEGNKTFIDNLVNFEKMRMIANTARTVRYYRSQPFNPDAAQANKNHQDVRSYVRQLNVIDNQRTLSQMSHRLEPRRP
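Readout is BODIPY fluorescence (480 nm excitation, 540 nm emission), which falls as labeled GDP is exchanged off Rap1B. EPAC2 at 100 nM acted on 250 nM RAP1B-BODIPY-GDP with 50 uM GDP present.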
Nrf2 ARE act: qHTS of Nrf2 Activators; AREc32 ARE-luciferase reporter (MCF7-derived line), luminescence, 24 h; Potency, µM (top dose mostly 46.1 µM), without a hit: top-dose activation, usual class: activators; actives 0.31% (n = 410,000); AID 624171, 2012; also: potency is read from the fitted curve at half-maximal effect; % of control where 0% means no effect; nearly all actives have a fitted effect of over 65% in size
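AREc32 cells carrying an ARE-driven firefly luciferase reporter were seeded at 1000 cells/well in OPTI-MEM with 5% FBS, then exposed to compound for 24 hr at 37 deg C. Luminescence was read with Steady-Glo after 30 min at RT.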
S2 tox: Viability Counterscreen for Primary qHTS for Inhibitors of ATXN expression. Potency, µM (doses to about 56.7 µM), hits mostly cytotoxic. actives 0.49% (n = 400,000). S2 cells (HEK-293 line with an ATXN2-luciferase reporter) viability, CellTiter-Fluor protease fluorescence, 24 h; also: potency is read from the fitted curve at half-maximal effect; nearly all actives have a fitted effect of over 40% in size
Nrf2 block: Nrf2 qHTS screen for inhibitors | A549 ARE-Fluc reporter, luciferase luminescence, 18-24 h | Potency, µM (series often up to 46 µM), for inactives: top-dose activity change, negative = inhibition, hits mostly inhibitors | actives 2.1% (n = 360,000); also: potency is read from the fitted curve at half-maximal effect; % is scaled to controls: 0 for no effect and ±100 for the full control effect; nearly all actives have a fitted effect of over 60% in size
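In this cell-based qHTS, ARE-driven firefly luciferase in A549 cells reports Nrf2 activity; the luminescent signal after BugLite lysis is the measured value, with a prior CellTiter-Fluor read for cell health.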
Active calls of the source: *; i = inactive; ? = inconclusive; nt = no result given; [ ] = another dose, or the depositor's remark. Unless noted, calls follow the shape of the dose curve; as a rule, active = well fitted curve in the direction sought with a large enough effect; inconclusive = small, poorly fitted or top-dose-only effect, or another doubt; inactive = no such curve, though single readings can be large; an effect the other way counts as inactive or inconclusive.

SMILES	A549 tox	ATXN2 expr inh	TGFb inhibitor	IL2 activator	HepG2 viability	EPAC2 agonist	Nrf2 ARE act	S2 tox	Nrf2 block
CCC(Oc1ccccc1)C(=O)N1CCN(C(=O)C(CC)Oc2ccccc2)CC1 (configuration not stated)	-5%	1%	3%	-0.4	5%	1%	-0.7%	i	-24%
O=C(NCCc1c[nH]c2ccccc12)C(=O)NCC(c1cccnc1)N1CCN(c2ccccc2)CC1 (configuration not stated)	-16%	?	-23%	-3.3	-19%	25%	3.7%	?	?
CCOC(=O)c1c(NC(=O)CCCOc2ccccc2C)sc2c1CCC(C)C2 (configuration not stated)	-1%	0%	-12%	nt	-18%	nt	-0.6%	i	14%
COc1ccc(NC(=O)Cn2c(=O)n(CC(=O)NCCc3ccccc3)c(=O)c3ccccc32)cc1	-1%	-25%	3%	nt	9%	nt	0.5%	i	-8%
CCOc1ccc(NC(=O)c2ccccc2NS(=O)(=O)c2ccc(F)cc2)c([N+](=O)[O-])c1	?	1%	?	-1.9	-37%	11%	-0.6%	i	?
COc1ccccc1CNC(=O)C(C)n1cccc1C(=O)c1ccccc1 (configuration not stated)	7%	-9%	12%	-2.4	2%	-2%	0.5%	i	-5%
O=C(CSc1nc(-c2ccccc2)ns1)NCC1CCCO1 (configuration not stated)	10%	36%	-10%	-3.2	-2%	4%	6.8%	i	20%
O=C(NCc1ccccc1)C1=C[C@H](C2CCCCC2)C[C@H](OCc2ccc(CO)cc2)O1	1%	-24%	?	-0.9	-19%	8%	2.7%	?	-19%
CO/N=C/c1ccc(Sc2ccccc2)c([N+](=O)[O-])c1	0%	0%	?	-0.8	-5%	23%	4.0%	i	-8%
COc1ccc(-c2nc3ccccc3o2)cc1NC(=O)Cc1ccc(Cl)cc1	-5%	20%	1%	nt	-7%	nt	0.2%	i	2%
O=C(CSc1nc2c(sc3ccccc32)c(=O)n1CCCC(=O)NC1CCCC1)Nc1ccc(F)cc1	-2%	nt	-13%	nt	-17%	nt	-0.8%	nt	2%
CC(=O)NCCNC(=O)C1(C)Cc2c(-c3cccc(C(F)(F)F)c3)ccnc2O1 (configuration not stated)	nt	14%	11%	-0.2	9%	14%	3.5%	i	nt
CCOc1ccccc1CNS(=O)(=O)c1ccc2c(c1)oc(=O)n2C	-3%	-2%	9%	-0.9	-2%	5%	-0.6%	i	-21%
Cn1cc(CNC(=O)c2ccc(OC3CCN(Cc4ccccn4)CC3)cc2)cn1	-1%	12%	1%	-2.3	3%	6%	1.6%	i	-23%
O=C(Cn1nc(-c2cccc([N+](=O)[O-])c2)c2ccccc2c1=O)NCC1CCCO1 (configuration not stated)	-11%	-9%	4%	-0.4	-9%	3%	0.2%	i	-27%
CCc1nnc(NC(=O)c2cccc(NC(=O)C(C)C)c2)s1	-3%	42%[activator]	-18%	-1.9	-2%	7%	-0.8%	i	?
O=C1NC(c2ccccn2)Nc2sc3c(c21)CCC3 (configuration not stated)	0%	-21%	?	-0.1	-22%	-4%	6.7%	i	?
COCCCNC(=O)c1ccc([N+](=O)[O-])cc1	-1%	12%	2%	-2.5	2%	-4%	0.0%	i	18%
COc1ccc(CNC(=O)CCNC(=O)c2ccco2)cc1OC	-1%	1%	10%	-1.5	1%	-6%	-0.5%	i	-6%
O=C(COc1ccc(C(=S)N2CCOCC2)cc1)Nc1ccccc1C(F)(F)F	-1%	-31%	-20%	0.7	-20%	6%	-0.4%	i	?
Cc1ccc(N(CC(=O)NCc2ccc(Cl)cc2)S(=O)(=O)N(C)C)cc1	-5%	-5%	-16%	nt	-4%	nt	5.5%	i	nt
CCCC(=O)Nc1ccc(-c2nc3cc(C)c(C)cc3o2)c(O)c1	1%	49%[activator]	-24%	-3.2	6%	-8%	4.6%	i	nt
Nn1c(SCC(=O)N2CCOCC2)nnc1-c1ccco1	-5%	0%	-1%	-0.1	-2%	-2%	0.1%	i	5%
Cc1cc(=O)n2c3c(cccc13)CCC2	2%	8%	0%	0.7	0%	?	0.8%	i	-17%
Cc1ccc(OCC(=O)Nc2ccc(S(=O)(=O)N(Cc3ccccc3)c3ccccc3)cc2)cc1	-9%	?	?	nt	-56%	nt	-0.4%	?	?

The closing four compounds of the part before come first, to join the parts:
SMILES	A549 tox	ATXN2 expr inh	TGFb inhibitor	IL2 activator	HepG2 viability	EPAC2 agonist	Nrf2 ARE act	S2 tox	Nrf2 block
CCCC(=O)Nc1ccc(-c2nc3cc(C)c(C)cc3o2)c(O)c1	1%	49%[activator]	-24%	-3.2	6%	-8%	4.6%	i	nt
Nn1c(SCC(=O)N2CCOCC2)nnc1-c1ccco1	-5%	0%	-1%	-0.1	-2%	-2%	0.1%	i	5%
Cc1cc(=O)n2c3c(cccc13)CCC2	2%	8%	0%	0.7	0%	?	0.8%	i	-17%
Cc1ccc(OCC(=O)Nc2ccc(S(=O)(=O)N(Cc3ccccc3)c3ccccc3)cc2)cc1	-9%	?	?	nt	-56%	nt	-0.4%	?	?
CS(=O)(=O)c1ccc(Cl)c(NC(=O)CCNC(=O)c2ccco2)c1	-1%	1%	6%	1.5	11%	-1%	-0.1%	i	1%
CS(=O)(=O)N1CCC(C(=O)Nc2ccc(Cl)c(Cl)c2)CC1	1%	12%[11.3 µM]	-11%	0.6	0%	6%	0.3%	i	0%
O=C(CSc1nnc2ccc(-c3ccc(F)cc3)nn12)N1CCCC1	-1%	6%	-1%	-0.9	-7%	1%	-0.6%	i	-5%
CC(CC(=O)Nc1ccc(F)c([N+](=O)[O-])c1)c1ccccc1 (configuration not stated)	-2%	-6%	-2%	0.2	14%	-6%	9.7%	i	6%
O=S(=O)(Cc1ccc(Cl)cc1)N1CCN(c2ncccn2)CC1	1%	5%	4%	-0.2	0%	1%	-0.5%	i	-1%
COc1ccc(C(=O)Nc2nnc(SCC(=O)Nc3ccc(NC(C)=O)cc3)s2)c(OC)c1	4%	20%	-12%	2.4	-5%	0%	-0.3%	i	?
O=C(Nc1ccc2nc3n(c(=O)c2c1)CCCC3)c1ccccc1F	0%	64%[activator]	2%	-1.6	6%	8%	2.5%	i	2%
CN(C)c1ccc(/C=N/NC(=O)c2ccnn2C)cc1	-2%	nt	-1%	2.7	-21%	-1%	-0.3%	i	?
O=c1cc(-c2ccccc2)oc2cc(O)ccc12	-4%	13%	0%	3.0	-12%	0%	2.0%	i	-6%
COC(=O)c1c(NC(=O)c2ccco2)sc(C(=O)Nc2ccc(F)cc2)c1C	-7%	-30%	19%	-1.5	2%	4%	5.4%	?	?
COCCn1nnnc1C(c1ccc(OC)c(OC)c1)N1CCN(C(=O)c2ccco2)CC1 (configuration not stated)	0%	-4%	21%	-0.5	-10%	5%	-0.5%	i	-9%
Cc1ccc(C)c(N2CCN(S(=O)(=O)c3c(C)[nH]c(C)c3C(=O)N3CCCC3)CC2)c1	-6%	-12%	0%	-0.1	-27%	-7%	0.4%	i	-11%
Cc1cc(NC(=O)CCCC(=O)Nc2ccc(F)cc2)no1	-18%	5%	-3%	-3.3	0%	10%	-0.3%	i	-10%
O=C(CCC1CCCN(C(=O)C2=CCCCC2)C1)N1CCN(c2ccccn2)CC1 (configuration not stated)	-10%	-24%	1%	-4.8	-7%	-6%	2.9%	i	-28%
CCCN(CCC)S(=O)(=O)c1cccc(C(=O)N=c2sccn2C)c1	-1%	-12%	-11%	-5.9	-7%	0%	-0.6%	i	-26%
NC(=O)C1(Nc2ccc(-c3ccc(Br)cc3)cc2)CCCC1	5%	-4%	-23%	-0.3	-23%	-6%	7.3%	?	30%
O=C(O)c1ccc(N/N=C/c2ccc(-c3ccccc3Cl)o2)cc1	-13%	80%[activator]	-2%	-1.0	19%	-5%	-0.3%	i	?
O=S(=O)(c1ccc(NC(=S)NCc2ccc(F)cc2)cc1)N1CCOCC1	-1%	-4%	-7%	-2.7	-47%	5%	-0.3%	i	-13%
CN1CCN(C(=O)c2cc(=O)c3cc(Cl)cc(Cl)c3o2)CC1	-4%	-20%	2%	-0.5	3%	9%	-0.2%	i	-27%
O=C(OCC(=O)N1CCN(C(=O)COC(=O)c2ccncc2)CC1)c1ccncc1	-5%	1%	-2%	0.4	2%	3%	-0.2%	i	5%
Cc1cc(C)n(-c2ccc(C(=O)OCC(=O)NCc3ccc(Cl)cc3)cc2)n1	2%	-9%	21%	-0.5	3%	5%	0.2%	i	-11%
O=C(N/N=C/c1cccnc1)c1ccc(NC(=O)c2ccccc2Cl)cc1	-6%	-13%	-10%	-1.2	-11%	5%	0.6%	i	?
COc1cc2c3cc1OCc1c(O)c(OC)cc4c1C(Cc1ccc(cc1)Oc1cc(ccc1O)CC3N(C)CC2)N(C)CC4 (configuration not stated)	-3%	nt	-10%	nt	4%	nt	nt	nt	5%
Cc1cccc(S(=O)(=O)NC(=O)C2(C)CCN2C(=O)Cc2ccc(Cl)cc2Cl)c1 (configuration not stated)	nt	2%	-12%	2.7	0%	7%	0.1%	i	nt
O=C(NC(=S)Nc1cccnc1Cl)c1ccco1	14%	nt	0%	0.4	-36%	10%	13µM*	i	?
COCCCNC(=O)c1ccc2c(c1)nc1n2CCCCC1	-3%	nt	27%	nt	-8%	nt	-1.4%	nt	nt

This is a random part of the collection. About 4.3% of those tested had a hit in this group.
